Compound activity deposited in PubChem by Sanford-Burnham Center for Chemical Genomics.
Mdm2-MdmX inh – disrupts the human Mdm2-MdmX interaction; O15151+Q00987; SaOS-2 split-luciferase Mdm2/MdmX complementation, luminescence; inhibition, % at 8 µM; 330,000 compounds, 3% hits; AID 485346;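 active = inhibition of at least 50% at 8 µM in the primary screen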
Target sequence (O15151 whole entry, looked up): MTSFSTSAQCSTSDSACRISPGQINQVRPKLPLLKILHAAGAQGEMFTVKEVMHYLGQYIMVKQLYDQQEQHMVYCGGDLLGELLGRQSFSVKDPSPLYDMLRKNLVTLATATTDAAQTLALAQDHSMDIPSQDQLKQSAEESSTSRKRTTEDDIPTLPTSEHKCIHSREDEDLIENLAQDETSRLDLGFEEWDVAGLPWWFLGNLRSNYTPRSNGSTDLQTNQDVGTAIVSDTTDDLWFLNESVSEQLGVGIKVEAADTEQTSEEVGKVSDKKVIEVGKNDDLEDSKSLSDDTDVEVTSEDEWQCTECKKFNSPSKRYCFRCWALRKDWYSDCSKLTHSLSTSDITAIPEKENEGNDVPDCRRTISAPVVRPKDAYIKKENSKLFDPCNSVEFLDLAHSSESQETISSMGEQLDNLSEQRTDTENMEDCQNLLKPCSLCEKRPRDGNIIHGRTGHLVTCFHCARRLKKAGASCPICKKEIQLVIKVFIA
Target sequence (Q00987 whole entry, looked up): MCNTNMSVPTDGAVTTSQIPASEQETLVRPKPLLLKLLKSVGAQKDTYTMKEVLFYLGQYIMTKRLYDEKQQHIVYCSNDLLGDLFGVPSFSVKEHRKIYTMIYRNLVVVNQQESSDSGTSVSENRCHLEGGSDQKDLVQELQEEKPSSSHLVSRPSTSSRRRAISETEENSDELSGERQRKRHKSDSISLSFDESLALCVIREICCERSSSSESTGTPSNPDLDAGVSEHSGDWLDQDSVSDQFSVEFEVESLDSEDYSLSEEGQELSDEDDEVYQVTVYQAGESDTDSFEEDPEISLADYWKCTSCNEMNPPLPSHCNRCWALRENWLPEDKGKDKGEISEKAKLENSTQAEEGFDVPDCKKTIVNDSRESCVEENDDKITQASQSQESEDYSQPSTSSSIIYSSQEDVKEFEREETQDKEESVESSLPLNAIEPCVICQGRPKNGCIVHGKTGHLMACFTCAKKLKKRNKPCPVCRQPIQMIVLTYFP
TIM10 inh – inhibits growth of TIM10 yeast strain; S. cerevisiae TIM10 strain growth, BacTiter-Glo luminescence, 24 h; inhibition, % at 10 µM; 330,000 compounds, 1.4% hits; AID 463195;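 active = inhibition of 40% or more at the single tested concentration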;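 also: wild-type TIM10 isogenic control strain grown at permissive 25 °C; 0% = DMSO yeast wells and 100% = minimal medium wells without yeast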
tim23-1 inh – growth inhibitors of tim23-1 mutant yeast; S. cerevisiae tim23-1 growth, BacTiter-Glo luminescence, 24 h; inhibition, % at 20 µM; 330,000 compounds, 1.3% hits; AID 463212;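 active = growth inhibition of the mutant yeast at or above 50%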;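 also: temperature-sensitive mutant grown at 25 °C; plate controls were DMSO-treated mutant yeast for no effect and medium wells lacking yeast for full effect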
697 NFkB inh – inhibitors of the PMA/ionomycin-induced NF-kB reporter in 697 B cells; 697 B-cell NF-kB luciferase reporter, 16 h; inhibition, % at 4 µM; 330,000 compounds, 0.33% hits; AID 435022; in the data active = inhibition above about 35%
tim10-1 inh – growth inhibitors of tim10-1 mutant yeast; 330,000 compounds, 2.2% hits; S. cerevisiae tim10-1 ts strain growth, BacTiter-Glo, 24 h; inhibition, % at 20 µM;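 active = inhibition of at least 40%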;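 also: mutant grown at 25 °C; 0% = DMSO wells with yeast and 100% = wells holding no yeast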
UPR CHOP act – apoptotic UPR (CHOP) activation; CHO-CHOP luciferase reporter, luminescence; percent of tunicamycin response over DMSO baseline; activation, % at 10 µM; 330,000 compounds, 0.34% hits; AID 449763;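 active = at 10 µM dose, activation of 40% or more, normalized to positive control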;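 also: 100% = tunicamycin at 10 µg/mL and 0% = DMSO alone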
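Material: CHO-CHOP cells, stable luciferase reporter of PERK-eIF2a-CHOP signalling; quantity: 500 reporter cells seeded per well; buffer or medium: F12 medium containing 10% fetal bovine serum; compound: one dose, 10 µM in 0.5% DMSO; incubation: 6 h compound treatment, 37 °C; measured by: Steady-Glo luciferase luminescence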
Jurkat NFkB inh – inhibitors of the PMA/ionomycin-induced NF-kB reporter in Jurkat cells; PMA/ionomycin-induced NF-kB luciferase reporter, luminescence; inhibition, % at 4 µM; 330,000 compounds, 0.53% hits; in the data active = inhibition above about 50%
UPR XBP1 act – activators of adaptive arm of unfolded protein response (XBP1). CHO-XBP1 luciferase reporter, IRE1-XBP1 UPR activation, luminescence; percent of tunicamycin response, DMSO as zero. activation, % at 20 µM. 330,000 compounds, 0.33% hits;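 active = versus positive control, 20 µM dose yields 30% or more activation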;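 also: 100% = tunicamycin at 10 µg/mL and 0% = DMSO only wells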
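Material: IRE1-XBP1 luciferase reporter CHO line / Quantity: one thousand reporter cells per well / Buffer or medium: F12 with 10% serum / Compound: 20 µM single concentration, DMSO 1% / Times: 6 h treatment, 37 °C / Detection: Steady-Glo luciferase glow luminescence, 10 min after reagent addition / Benchmarks: tunicamycin high, DMSO low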
Active calls of the source: *; . = no result given.

structure,Mdm2-MdmX inh,TIM10 inh,tim23-1 inh,697 NFkB inh,tim10-1 inh,UPR CHOP act,Jurkat NFkB inh,UPR XBP1 act
C/C(O)=C\c1nc(=O)c2c(C)cc(C)nc2n1-c1ccccc1,32,7,4,12,25,-1.0,-4,0
Cc1cc(=O)oc2c(C)c(OC(C)C(=O)NC3CCN(Cc4ccccc4)CC3)ccc12 (stereo unspecified),29,-7,4,5,18,-0.8,5,-9
CC(C)Cn1c(N)c(C(=O)COC(=O)/C=C/c2cccs2)c(=O)n(C)c1=O,8,-5,22,-78,15,0.6,36,0
O=S(=O)(c1ccc2c(c1)OCCO2)N1CCN(c2nc(-c3cccnc3)nc3ccccc23)CC1,20,23,19,1,15,0.3,0,5
Cc1nnc(SCC2=C(C(=O)O)N3C(=O)C(NC(=O)c4cc(F)c(F)cc4Cl)C3SC2)s1 (stereo unspecified),-1,16,12,11,12,2.2,-4,0
CC(C)c1ccc(-c2nnn(CCC#N)n2)cc1,-6,-1,10,-15,0,0.2,-18,2
CC(C)(C)C(=O)/C=C1\SCC(=O)N1CC(=O)N1CCN(c2ccccc2)CC1,31,-2,4,20,-9,-2.4,-1,-3
COc1ccc(/C=C2\SC(=S)N(CC(=O)NC3CCS(=O)(=O)C3)C2=O)cc1 (stereo unspecified),14,-14,-20,5,-29,0.0,-2,0
COc1ccc(/C=C/C(=O)NC(=S)NNC(=O)c2cccnc2)cc1OC,2,12,-3,-7,25,0.8,16,2
O=C(NC(=S)N1CCOCC1)C12CCC3CC(CC(C3)C1)C2,0,-7,-5,13,23,-0.3,2,0

structure,Mdm2-MdmX inh,TIM10 inh,tim23-1 inh,697 NFkB inh,tim10-1 inh,UPR CHOP act,Jurkat NFkB inh,UPR XBP1 act
COC(=O)C1=C(Nc2ccccc2NC(=O)CCCC(=O)O)CSC1,4,1,10,4,-9,-0.9,7,-2
Cc1cccc(NC(=O)COc2nsnc2N2CCOCC2)c1,3,16,7,4,23,0.3,6,-2
Brc1cccc(/C=N\n2cnnc2)c1,-3,17,19,9,17,2.4,-2,-1
S=C1CCC(c2ccc(Br)cc2)=NN1c1ccccc1,14,22,33,-12,12,1.5,-4,1
O=C(COc1ccc2ccccc2c1)N1CCN(c2ccccc2)CC1,16,-4,4,22,-6,1.2,-4,-2
COc1ccc(CCNC(=O)c2cc(-c3ccccn3)nc3c(Cl)cccc23)cc1OC,19,6,29,17,26,0.6,3,4
CCn1c(SCC(=O)N(C)c2ccccc2)nc2c([nH]c3ccccc32)c1=O,18,7,2,3,9,-1.7,33,0
CCn1c(SCC(=O)NC(C)c2ccccc2)nc2ccccc21 (stereo unspecified),5,-4,11,23,22,1.5,3,-2
Cc1cnc(CN(C)C(=O)c2cc(COc3c(F)cccc3F)on2)[nH]1,7,-11,4,15,10,-4.3,0,-2
Cc1ccnc(NC(=O)CCCOc2ccc(Cl)cc2C)c1,13,5,18,11,30,-1.7,0,-3

structure,Mdm2-MdmX inh,TIM10 inh,tim23-1 inh,697 NFkB inh,tim10-1 inh,UPR CHOP act,Jurkat NFkB inh,UPR XBP1 act
CC(C)c1ccc(NC(=O)NN2CCOCC2)cc1,-33,7,3,-51,-10,2.5,-63,-2
Nc1ccc2nn(-c3ccccc3)nc2c1,3,12,18,-84,23,5.9,-23,1
COCCCN1C(=O)C(=O)/C(=C(/O)c2ccc(S(=O)(=O)N3CCOCC3)cc2)C1c1ccc(C(C)C)cc1 (stereo unspecified),18,10,21,-9,10,0.1,9,-1
CCCC(=O)Nc1ccc(C(=O)NN=C(C2CC2)C2CC2)cc1,6,9,9,18,5,-0.8,0,-1
C=CCn1c(N)c(C(=O)NC2CCCCC2)sc1=S,-3,11,18,10,12,1.7,3,-2
Cc1oncc1C(=O)N1CCCC(CO)(Cc2ccc(F)cc2F)C1 (stereo unspecified),13,1,9,-3,14,0.4,9,-1
Cn1nnnc1SCC(=O)N1CCN(S(=O)(=O)c2ccccc2)CC1,-7,-1,3,6,1,-2.6,8,2
CCOCCn1c(CCCO)nc2ccccc21,10,-9,12,-3,10,1.0,-13,-1
Cc1ccc(C(=O)Cn2nc(C)c([N+](=O)[O-])c2C)c(C)c1,-3,-16,4,-10,25,1.7,-12,3
O=C(O)c1ccc(CSc2nnnn2-c2ccc(F)cc2)cc1,7,7,20,5,24,0.1,8,-2

Only 697 NFkB inh and UPR XBP1 act, for seven of the compounds above:
mol	697 NFkB inh	UPR XBP1 act
Nc1ccc2nn(-c3ccccc3)nc2c1	-84	1
COCCCN1C(=O)C(=O)/C(=C(/O)c2ccc(S(=O)(=O)N3CCOCC3)cc2)C1c1ccc(C(C)C)cc1 (stereo unspecified)	-9	-1
CCCC(=O)Nc1ccc(C(=O)NN=C(C2CC2)C2CC2)cc1	18	-1
C=CCn1c(N)c(C(=O)NC2CCCCC2)sc1=S	10	-2
Cc1oncc1C(=O)N1CCCC(CO)(Cc2ccc(F)cc2F)C1 (stereo unspecified)	-3	-1
Cn1nnnc1SCC(=O)N1CCN(S(=O)(=O)c2ccccc2)CC1	6	2
CCOCCn1c(CCCO)nc2ccccc21	-3	-1

More records.
structure,Mdm2-MdmX inh,TIM10 inh,tim23-1 inh,697 NFkB inh,tim10-1 inh,UPR CHOP act,Jurkat NFkB inh,UPR XBP1 act
CCOC(=O)c1ccc2nc3c(cc2c1)CCS3,-67,14,29,-76,-5,3.5,-75,4
Nc1nc2ccccc2n1CCN1CCCC1,-3,5,8,12,-8,1.1,-13,0
CC1CCCc2sc3ncn(N)c(=N)c3c21 (stereo unspecified),27,-5,0,11,0,3.3,2,-2
COc1ccc(C(=O)NCC(=O)OCC(=O)c2ccc3c(c2)OCCO3)cc1,15,-3,2,20,-7,-1.2,17,0
COc1cc(/C=C(\C#N)C(=O)NCC2CCCO2)ccc1O (stereo unspecified),-13,25,20,17,25,0.2,4,-1
NCCCCC(N)c1cn([C@@H](CCC(=O)O)C(=O)N2CCNCC2)nn1 (stereo partly specified),20,11,3,30,2,-1.7,9,0
Cc1ccc(NC(=O)c2ccc(Cl)c(S(=O)(=O)Nc3c(C)n(C)n(-c4ccccc4)c3=O)c2)cc1Cl,4,22,21,-18,23,3.8,-4,-1
COc1ccc(CNc2nccs2)cc1,11,12,13,8,9,5.2,2,-3
C=CCN1c2ccccc2[C@]23C[C@@H](C(=O)OC)N(C(=O)c4ccco4)C2=NC(C(=O)OC)=C(C(=O)OC)[C@H]13,-4,8,10,12,12,0.7,8,5
O=C(Nc1ccnn1C1CCN(Cc2ccccc2F)CC1)C1CCCC1,19,5,3,0,-6,-0.1,11,0

structure,Mdm2-MdmX inh,TIM10 inh,tim23-1 inh,697 NFkB inh,tim10-1 inh,UPR CHOP act,Jurkat NFkB inh,UPR XBP1 act
Cc1cc(NC(=O)c2ccc(Cl)c([N+](=O)[O-])c2)no1,17,-6,2,16,-2,2.1,9,-1
O=C(CCc1nc2ccccc2c(=O)[nH]1)Nc1cccc(S(=O)(=O)N2CCOCC2)c1,8,3,2,-2,12,1.7,-13,-2
COc1ccc(-c2cc(C(=O)Nc3cccc(O)c3)no2)cc1,-18,2,-5,11,-24,-3.8,-33,-13
CCOC(=O)c1sc(N)c(C(=O)Nc2ccccc2)c1C,4,2,13,-22,2,3.7,-26,0
O=C(CSc1ccccc1)N1CCCC(Nc2ccccc2)C1 (stereo unspecified),12,-4,21,1,28,3.4,7,-4
CN(C)CC(=O)c1ccc(-c2ccccc2)cc1,2,13,14,17,12,-0.6,-5,-1
O=C(CSc1nc2ccccc2n1CC(=O)N1CCCC1)N1CCN(C(=O)c2ccco2)CC1,4,-10,12,12,-15,-0.6,3,-3
COc1ccc(OC)c(C(C)NC(=O)c2ccc(Br)cc2)c1 (stereo unspecified),1,5,5,-41,-4,7.4,22,-1
COc1ccc(N(C)S(=O)(=O)c2ccc3c(c2)NC(=O)CC(=O)N3)c(OC)c1,12,3,4,-3,-12,-1.1,-5,-2
Cc1ccc(NC(=S)NC(NC(=O)C(C)(C)C)C(Cl)(Cl)Cl)c(C)c1 (stereo unspecified),-1,15,19,6,21,-1.8,-10,0

structure,Mdm2-MdmX inh,TIM10 inh,tim23-1 inh,697 NFkB inh,tim10-1 inh,UPR CHOP act,Jurkat NFkB inh,UPR XBP1 act
Oc1ccc(Br)cc1C=Nc1ccc(Cl)cc1,5,18,48,-14,17,0.9,-13,2
COc1ccc2[nH]c3c(c2c1)CCN1C(=O)C(CC(=O)NCc2cccc(C(F)(F)F)c2)C[C@H](C(=O)N2CCCCC2)[C@@]31CCc1ccccc1 (stereo partly specified),38,16,41,10,24,12,.,3
COc1ccccc1CNC(=O)CCNS(=O)(=O)c1ccc2c(c1)CC(C)N2C(C)=O (stereo unspecified),9,2,-4,14,-12,-1.2,15,-3
Cc1ccc(S(=O)(=O)Nc2ccc(N3CCOCC3)nc2)cc1,4,11,11,-11,13,-0.6,-35,-2
O=C(COC(=O)[C@H](Cc1ccccc1)NC(=O)c1cccs1)Nc1c(Cl)cccc1Cl,4,-7,8,-2,23,-2.5,1,-1
COc1ccc(-n2cnc3ccccc32)cc1,47,-6,23,-31,3,1.0,-4,3
O=C(/C=C/Nc1cccc(O)c1)c1ccccc1,-128,17,36,-72,14,-3.2,-109,-5
O=C1CN(c2nc(-c3ccccc3)c3ccccc3n2)c2ccccc2N1,7,0,0,-1,5,1.6,15,0
O=C(NCc1ccco1)c1ccccc1O,14,-4,-7,-15,-5,-0.1,7,-6
CC(C)OC(=O)c1cc2c(ccn2C)n1CC(=O)N(Cc1ccccc1)c1ccc(F)cc1,79*,34,33,-7,26,4.1,8,1

Reformatted with each value named: entries from further up.
> O=C(NCc1ccco1)c1ccccc1O
  Mdm2-MdmX inh = 14
  TIM10 inh = -4
  tim23-1 inh = -7
  697 NFkB inh = -15
  tim10-1 inh = -5
  UPR CHOP act = -0.1
  Jurkat NFkB inh = 7
  UPR XBP1 act = -6
> O=C(CCc1nc2ccccc2c(=O)[nH]1)Nc1cccc(S(=O)(=O)N2CCOCC2)c1
  Mdm2-MdmX inh = 8
  TIM10 inh = 3
  tim23-1 inh = 2
  697 NFkB inh = -2
  tim10-1 inh = 12
  UPR CHOP act = 1.7
  Jurkat NFkB inh = -13
  UPR XBP1 act = -2
> Cc1ccnc(NC(=O)CCCOc2ccc(Cl)cc2C)c1
  Mdm2-MdmX inh = 13
  TIM10 inh = 5
  tim23-1 inh = 18
  697 NFkB inh = 11
  tim10-1 inh = 30
  UPR CHOP act = -1.7
  Jurkat NFkB inh = 0
  UPR XBP1 act = -3
> COc1ccc(-n2cnc3ccccc32)cc1
  Mdm2-MdmX inh = 47
  TIM10 inh = -6
  tim23-1 inh = 23
  697 NFkB inh = -31
  tim10-1 inh = 3
  UPR CHOP act = 1.0
  Jurkat NFkB inh = -4
  UPR XBP1 act = 3

(cont.)
structure,Mdm2-MdmX inh,TIM10 inh,tim23-1 inh,697 NFkB inh,tim10-1 inh,UPR CHOP act,Jurkat NFkB inh,UPR XBP1 act
COc1cccc(NC(=O)CNC(=O)c2ccccc2)c1,6,-10,6,-11,-1,-0.3,-44,-2
CN(C(=O)CSc1nc2cc([N+](=O)[O-])ccc2n1-c1ccc(F)cc1)C1CCS(=O)(=O)C1 (stereo unspecified),11,15,1,-10,16,1.9,5,-1
O=C(NN=Cc1cc(Br)c(O)c(Br)c1)c1ccccc1NS(=O)(=O)c1cccs1,18,2,15,-2,13,1.7,0,-2
CC(=O)NC(CCS(C)(=O)=O)C(=O)Nc1ccccc1Cl (stereo unspecified),-13,-6,-4,5,-14,-0.9,2,-1

Hits appear at their usual frequency (roughly 6.6% active in at least one column).
